# Compound activity from PubChem BioAssay.
# FUS suppressor: rescues growth of FUS-expressing yeast; S. cerevisiae FUS-expressing, growth rescue, OD600, 24 h; Potency, µM (top dose mostly 76.6 µM), without a hit: at the highest dose growth rescue (activation), hits mostly activators; 390,000 tested, 0.24% active; AID 1347120;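 further: potency means the concentration at half of the fitted maximal effect; plate controls were DMSO vehicle for no effect and reference control for full effect; nearly all actives have a fitted effect of over 55% in size; some results filed as inactive show a strong effect at the top dose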
#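 Toxicity suppression screen in FUS-yeast. Cells induced with 2% galactose, starting OD 0.005, treated 24hr at 30C with compounds at multiple final concentrations; growth by OD600.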
# PLK1 PBD inh: PLK1 (human) polo-box domain binding inhibition; P53350; Plk1 PBD binding of FITC phosphopeptide, fluorescence polarization; Potency, µM, for the others: max response, negative = inhibition, usual class: inhibitors; 360,000 tested, 2.8% active; further: potency means the concentration at half of the fitted maximal effect; series mostly up to about 57 µM; on the % scale 0 is the no-effect control and ±100 the full control effect; nearly all actives have a fitted effect of over 65% in size
# EPAC1 antagonist: antagonists of human EPAC1 | O95398 | Potency, µM (top dose mostly 115 µM), for the others: at the highest dose activity change, negative = inhibition, actives largely listed as inhibitors | AID 720709 | 360,000 tested, 0.14% active | EPAC1 GEF assay, Rap1b-BODIPY-GDP exchange fluorescence;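 further: potency means the concentration at half of the fitted maximal effect; plate controls were vehicle for no effect and positive control for full effect; nearly all actives have a fitted effect of over 50% in size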
# WRN helicase inh: blocks human WRN helicase; WRN helicase unwinding, fluorescent forked duplex, kinetic; Potency, µM (titrated, usually from 114 µM), inactives show at the highest dose activity change, negative = inhibition, most hits filed as inhibitors; Q14191; 360,000 tested, 0.46% active; further: potency means the concentration at half of the fitted maximal effect; on the % scale 0 is the no-effect control and ±100 the full control effect; nearly all actives have a fitted effect of over 55% in size
# Target sequence (Q14191 whole entry, looked up): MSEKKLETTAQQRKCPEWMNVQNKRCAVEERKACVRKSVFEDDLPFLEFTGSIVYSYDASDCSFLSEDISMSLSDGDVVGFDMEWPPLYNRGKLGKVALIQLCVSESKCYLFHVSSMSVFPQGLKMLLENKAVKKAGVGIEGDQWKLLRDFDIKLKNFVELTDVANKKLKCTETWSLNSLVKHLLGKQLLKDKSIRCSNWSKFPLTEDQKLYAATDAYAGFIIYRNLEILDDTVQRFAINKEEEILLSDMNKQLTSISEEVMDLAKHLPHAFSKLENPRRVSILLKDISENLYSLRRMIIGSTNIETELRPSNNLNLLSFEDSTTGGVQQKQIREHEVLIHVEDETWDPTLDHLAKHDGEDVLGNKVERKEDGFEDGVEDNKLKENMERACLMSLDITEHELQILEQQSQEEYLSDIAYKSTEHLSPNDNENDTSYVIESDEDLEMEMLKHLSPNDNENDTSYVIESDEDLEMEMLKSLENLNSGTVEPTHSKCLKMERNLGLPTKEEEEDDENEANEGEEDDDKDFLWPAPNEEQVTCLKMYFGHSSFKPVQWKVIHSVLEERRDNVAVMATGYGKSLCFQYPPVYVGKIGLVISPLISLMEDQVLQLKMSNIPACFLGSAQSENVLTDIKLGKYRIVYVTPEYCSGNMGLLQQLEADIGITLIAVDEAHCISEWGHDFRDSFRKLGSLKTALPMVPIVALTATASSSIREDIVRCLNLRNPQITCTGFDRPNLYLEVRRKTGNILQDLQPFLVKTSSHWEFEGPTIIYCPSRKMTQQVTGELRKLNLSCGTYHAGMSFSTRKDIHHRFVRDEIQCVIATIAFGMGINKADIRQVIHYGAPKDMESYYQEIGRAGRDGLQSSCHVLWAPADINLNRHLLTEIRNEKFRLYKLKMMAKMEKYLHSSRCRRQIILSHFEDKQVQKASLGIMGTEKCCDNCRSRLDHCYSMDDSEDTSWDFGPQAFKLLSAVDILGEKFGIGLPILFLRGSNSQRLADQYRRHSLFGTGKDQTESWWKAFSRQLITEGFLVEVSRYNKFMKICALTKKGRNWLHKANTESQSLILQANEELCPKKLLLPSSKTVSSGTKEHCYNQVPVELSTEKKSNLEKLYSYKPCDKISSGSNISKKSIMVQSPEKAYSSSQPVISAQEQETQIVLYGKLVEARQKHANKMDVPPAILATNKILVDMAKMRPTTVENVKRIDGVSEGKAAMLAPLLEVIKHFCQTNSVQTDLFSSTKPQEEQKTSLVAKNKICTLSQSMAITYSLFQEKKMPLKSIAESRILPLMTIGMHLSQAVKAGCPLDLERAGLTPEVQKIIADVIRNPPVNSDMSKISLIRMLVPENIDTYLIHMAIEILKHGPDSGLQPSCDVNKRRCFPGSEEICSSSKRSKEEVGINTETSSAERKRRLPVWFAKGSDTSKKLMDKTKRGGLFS
#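 WRN at 20 nM final was preincubated with compound for 15 min at room temperature; reaction started with 100 nM forked duplex oligonucleotide carrying fluorophore and quencher plus 2 mM ATP (final). Unwinding followed kinetically by red fluorescence (ex 525/em 598 nm).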
# PI5P4Ka inh: blocks human PI5P4K alpha kinase activity; PI5P4Kalpha enzyme, ADP-Glo luminescence, 60 min; active compounds read low; 330,000 tested, 1.2% active; max response, %; P48426; active means max response of -50% or lower; inconclusive means between -30% and -50%; inactive means -30% or higher; further: value at the top dose of about 77 µM; on the % scale 0 is the no-effect control and ±100 the full control effect
#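 Human PI5P4Kalpha with substrate in 0.038 M HEPES pH 7.4, 0.28 mM EGTA, 0.1% CHAPS, 5% DMSO; reaction started with 5 microM ATP (final), 60 min at room temperature. ADP formed read by ADP-Glo luminescence.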
# Abeta rescue: A-beta toxicity reversal in yeast | yeast expressing A-beta42, growth rescue, OD600, 48 h; response scale: 0% DMSO, 100% iron-clioquinol control | Potency, µM (highest dose often 46.1 µM), inactives show top-dose growth rescue, usual class: activators | 410,000 tested, 0.063% active; further: potency means the concentration at half of the fitted maximal effect; nearly all actives have a fitted effect of over 55% in size
#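 Yeast A-beta toxicity model in growth medium with pinned compounds, 48 h at 30 C; growth read as absorbance at 600 nm. Normalized to FeCl3/clioquinol equimolar mix (positive) and DMSO (negative).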
# IL-2 act: activators of IL-2; AID 652025; activation, % (series mostly up to about 46 µM); 360,000 tested, 0.065% active; IL-2 activation reporter assay, cell-based qHTS; stimulated with anti-CD3/CD4/CD28 beads; in transgenic mouse T cells; in the data active means activation above about 50%; inconclusive means mostly about 30% to 49%; further: 0% is about no effect
#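 Readout is EGFP and DsRed signal by fluorescent plate cytometry after 18 h at 37 degrees C. Transgenic mouse T cells (750/well) received compound for 60 min before bead stimulation (anti-CD3, anti-CD4, anti-CD28); memory T cells served as non-tolerant control.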
# EPAC1 ag: agonists of human EPAC1; O95398; EPAC1 agonist qHTS, biochemical assay; response scale: 100% = response to 6.5 mM cAMP; Potency, µM (titrated, usually from 154 µM), for the others: top-dose activation, hits mostly activators; 360,000 tested, 0.073% active; further: potency means the concentration at half of the fitted maximal effect; nearly all actives have a fitted effect of over 60% in size
#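 Nucleotide exchange assay: 100 nM EPAC1 with 250 nM Rap1B loaded with BODIPY-GDP and 50 uM GDP, room temperature. Fluorescence (480/540 nm) read every 5 min for 30 min; signal change normalized to 6.5 mM cAMP as full agonist.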
# Starred values were filed as active, the others as inactive; ? = inconclusive; . = no result given; [ ] = dose if it differs, or a comment. Unless noted, the call rests on the fitted dose curve; in most records, active means well fitted curve in the direction sought with a large enough effect; inconclusive means small, poorly fitted or top-dose-only effect, or another doubt; inactive means no such curve, though single readings can be large; an effect the other way counts as inactive or inconclusive. Hits appear at their usual frequency; any-hit rate near 4.1%.
SMILES,FUS suppressor,PLK1 PBD inh,EPAC1 antagonist,WRN helicase inh,PI5P4Ka inh,Abeta rescue,IL-2 act,EPAC1 ag
O=C(NC1CCCN(Cc2ccccc2F)C1)c1cccc(N2CCCC2=O)c1 (stereo unspecified),2%,-4%,10%,2%,-2,1%,-1.3,1%
N#Cc1ccc(OCC(=O)N(C2CCCCC2)C2CCS(=O)(=O)C2)cc1 (stereo unspecified),-9%,-2%,-3%,-3%,-5,-7%,0.9,-6%
Cc1cc(SCC(=O)N2CCC(c3noc4ccc(F)cc34)CC2)nc2ccccc12,?,6%,18%,-12%,.,-19%,-2.1,0%
C=CCNc1nc(C(=O)OCC(=O)Nc2cccc(SC)c2)cs1,43%,-6%,6%,-5%,-4,-9%,-2.1,-13%
CCN1CC=C2C(C1)C(c1ccc(Cl)s1)C(C#N)=C(N)C2(C#N)C#N (stereo unspecified),29%,?,0%,-9%,.,9%,4.0,14%
COc1ccc(-n2c(C)cc(C)c(C(C)=O)c2=S)cc1,4%,-6%,-6%,6%,4,-3%,0.6,4%
Cc1nc2ccccc2cc1C(=O)N/N=C/c1ccco1,.,-19%,6%,1%,-3,-5%,-4.0,7%
COc1ccccc1NC(=O)CSc1n[nH]c(-c2ccccn2)n1,-2%,-2%,-8%,-2%,-3,-6%,-5.1,1%
COc1ccc(-c2csc3[nH]c(=S)n(-c4ccccc4)c(=O)c23)cc1OC,?,?,?,-18%,-11,?,0.9,-1%
Cc1ccc(S(=O)(=O)N2[C@@H](c3ccc(Br)cc3)C(C(=O)O)=CC[C@H]2c2ccc(C(C)C)cc2)cc1,30%,30µM*,56µM*,-32%,-17,1%,-0.6,3%
CC(NC(=O)CSc1ncccn1)c1ccccc1 (stereo unspecified),-13%,-4%,15%,6%,.,-9%,-1.8,2%
C#CCNc1ccc(C(=O)OCC)cc1,-20%,-8%,-9%,11%,2,-35%[inhibitor],-2.5,5%
CC1=C(C(=O)N2CCOCC2)CC(CC(=O)NCCCCc2ccccc2)C(=O)N1Cc1ccc(F)cc1 (stereo unspecified),-3%,-1%,7%,4%,-1,-4%,1.5,5%
COc1ccc(CCNC(=O)COC(=O)/C=C/c2cc(OC)c(OC)c(OC)c2)cc1OC,26%,-3%,-7%,3%,0,-14%,0.2,6%
C[C@H]1CN([C@@H](C)CO)C(=O)c2cc(Br)cnc2O[C@H]1CN(C)C(=O)c1ccc2c(c1)OCO2,-22%,0%,6%,1%,5,3%,-0.2,-7%
COc1cc(NC(=O)CCCl)cc(-n2cnnn2)c1,19%,?,3%,-3%,2,-12%,-0.5,-6%
Fc1ccc(N/N=C/c2cccnc2)c(F)c1,-43%,-7%,7%,-3%,0,8%,2.1,8%
O=C(NCCN1CCOCC1)c1cccc(S(=O)(=O)N2CCCCCC2)c1,-6%,-4%,0%,0%,1,6%,1.1,3%
COC(C[C@H](O)[C@@H](C)[C@H](O)COCc1ccccc1)OC,1%,-4%,9%,-6%,0,1%,-1.0,-6%
CCC(c1nnc(SCC(=O)Nc2c(F)cccc2F)n1Cc1ccccc1)N(C)C (stereo unspecified),4%,-8%,9%,-13%,12,12%,-1.1,-9%
CCOC(=O)c1nnn(-c2nonc2N)c1COc1ccc(F)cc1,9%,4%,-6%,-4%,.,6%,0.3,9%
COc1ccc(-n2c(SCC(=O)Nc3nccs3)nnc2-c2ccc(Cl)cc2)cc1,16%,-11%,-16%,-7%,-16,9%,-4.0,-1%
O=C1[C@@H](Oc2ccccc2)[C@@H](c2ccncc2)N1c1ccccc1,-7%,-6%,-8%,-4%,-1,1%,-0.1,8%
CN(C)C(=O)CCc1ccc2c3c([nH]c2c1)[C@]1(C)[C@@H](C(=O)N2CCOCC2)C[C@H](CC(=O)NC(C)(C)C)C(=O)N1CC3,11%,-8%,3%,-2%,0,1%,0.3,12%
Cc1cc(NC(=O)COC(=O)COc2ccc3c4c(c(=O)oc3c2)CCC4)no1,9%,1%,-17%,?,6,-6%,0.6,-2%
CCOC(=O)Nc1ccc2c(c1)N(C(=O)N(C)C)c1ccccc1CC2,36%,-7%,-4%,-8%,-1,0%,-0.2,-3%
CCOc1cc(NC(=S)Nc2ccccc2)c(OCC)cc1NC(=O)c1ccccc1,48%,-10%,-25%,-1%,5,2%,-2.4,8%
O=C(COC(=O)c1cnccn1)c1ccc([N+](=O)[O-])cc1,1%,-15%,8%,9%,-6,5%,-0.5,11%
N#C/C(=C\Nc1ccccc1O)c1nc2ccccc2o1,10%,-12%,10%,-13%,-16,-47%[inhibitor],-0.7,16%
Cc1cc(NC(=O)COC(=O)C2CCCN2C(=O)c2cccs2)no1 (stereo unspecified),7%,1%,0%,0%,-2,-6%,0.7,-8%
Cc1cc(=O)[nH]c(N/N=C/c2cc(C)n(-c3ccccc3)c2C)n1,32µM*,-23%,25%,8%,-27,-2%,-1.2,1%
O=C(CCl)N1c2ccccc2Oc2ccc3ccccc3c21,?,8.4µM*,83%[activator],?,0,-42%[inhibitor],-0.5,?
O=C(COC(=O)c1ccco1)Nc1cc(S(=O)(=O)N2CCCCC2)ccc1Cl,-5%,2%,3%,-7%,-3,?,1.2,9%
Cc1ccc(C(=O)C(C)OC(=O)C2=COCCO2)cc1C (stereo unspecified),65%,-15%,-8%,-7%,2,-5%,1.3,-4%
COc1ccc(NC(=O)COC(=O)c2ccc(NS(=O)(=O)/C=C/c3ccccc3)cc2)cc1,36%,-2%,-30%,-7%,-3,-1%,-1.5,3%
Nc1cccc(Nc2nc(OC(C(F)(F)F)C(F)(F)F)nc(OC(C(F)(F)F)C(F)(F)F)n2)c1,9%,0%,-26%,-13%,18,30%,-0.9,-43%[inhibitor]
O=C(CN1C(=O)c2cccc3cccc1c23)Nc1ccc2c(c1)OCO2,15%,-4%,-1%,-9%,.,12%,-1.2,-3%
CN(C(=O)CCCN1CCCC1=O)C1CCCN(Cc2ccccc2F)C1 (stereo unspecified),.,19%,3%,4%,-4,6%,0.6,5%
Cc1ccc(N2CN(S(=O)(=O)c3cccc([N+](=O)[O-])c3)c3nc4ccccc4nc32)cc1,5%,-5%,-14%,-19%,9,-2%,-1.7,2%
CCOC(=O)c1ccc(NC(=O)c2c(C)[nH]c(C(=O)OCC)c2C)cc1,16%,-3%,2%,5%,.,11%,1.0,4%
CCOc1cc(C#N)c(NC(=O)c2cccnc2)cc1OCC,-18%,3%,5%,0%,-5,16%[9.22 µM],2.7,2%
Cc1ccnc(NS(=O)(=O)c2cccc([N+](=O)[O-])c2)c1,-25%,2%,?,-12%,-2,-10%,0.0,-6%
Cc1ccccc1-c1cc2nc(-c3ccc([N+](=O)[O-])cc3)cc(=O)n2[nH]1,13%,?,1%,3%,-3,-4%,0.0,0%
CN(Cc1ccc(Br)cc1)C(=O)CCN1C(=O)c2cccc([N+](=O)[O-])c2C1=O,14%,-7%,4%,-2%,-4,-6%,-3.0,-4%
CC(C)NC(=O)CC(=O)N/N=C/c1ccccc1F,-11%,0%,2%,8%,4,-9%,1.1,-9%

# By substructure: the entries above containing bromine
SMILES,FUS suppressor,PLK1 PBD inh,EPAC1 antagonist,WRN helicase inh,PI5P4Ka inh,Abeta rescue,IL-2 act,EPAC1 ag
Cc1ccc(S(=O)(=O)N2[C@@H](c3ccc(Br)cc3)C(C(=O)O)=CC[C@H]2c2ccc(C(C)C)cc2)cc1,30%,30µM*,56µM*,-32%,-17,1%,-0.6,3%
C[C@H]1CN([C@@H](C)CO)C(=O)c2cc(Br)cnc2O[C@H]1CN(C)C(=O)c1ccc2c(c1)OCO2,-22%,0%,6%,1%,5,3%,-0.2,-7%
CN(Cc1ccc(Br)cc1)C(=O)CCN1C(=O)c2cccc([N+](=O)[O-])c2C1=O,14%,-7%,4%,-2%,-4,-6%,-3.0,-4%

# Part of the list above with just Abeta rescue.
mol	Abeta rescue
Cc1ccnc(NS(=O)(=O)c2cccc([N+](=O)[O-])c2)c1	-10%
Cc1ccccc1-c1cc2nc(-c3ccc([N+](=O)[O-])cc3)cc(=O)n2[nH]1	-4%

# Next section
SMILES,FUS suppressor,PLK1 PBD inh,EPAC1 antagonist,WRN helicase inh,PI5P4Ka inh,Abeta rescue,IL-2 act,EPAC1 ag
CC(C)c1ccc(NC(=O)N2CCc3nc(NCc4cccc(Oc5ccccc5)c4)ncc3C2)cc1,?,-15%,-5%,6%[57.1 µM],-3,-15%,-1.0,-20%
COc1ccc(C(CCc2cc(OC)c(OC)c(OC)c2)NC(C)=O)cc1 (stereo unspecified),-4%,-5%,-14%,2%,0,?,0.9,-1%
CCCCSc1nnc(C)c(=O)[nH]1,.,-1%,-5%,5%,4,-7%,0.8,1%
O=C(Nc1ccccc1)c1cc(C2CCCCN2S(=O)(=O)Cc2cccc(C(F)(F)F)c2)on1 (stereo unspecified),-13%,-3%,-17%,-12%,4,-19%,-0.1,-10%
Cc1nc(N2CCN(Cc3ccccc3)CC2)nc2c1C(=O)CC(C)C2 (stereo unspecified),21%,-6%,14%,-18%,6,-20%,-3.7,12%
COc1cccc(C2CC(c3ccccc3)=NN2S(=O)(=O)c2ccccc2)c1OC (stereo unspecified),18%,?,-20%,-27%,-5,-9%,-1.2,12%
Cc1sc(NC(=O)c2ccco2)c(C(=O)c2ccc(Cl)cc2)c1C,19%,?,-15%,?,-6,-7%,-0.5,22%
Cc1nn(C)c(C(=O)NNC(=S)NCc2ccco2)c1Cl,35%,?,6%,-15%,-5,10%,-1.0,1%
Cc1ccc(CNC(=O)COc2ccc3c(c2)CCC3)cc1,.,0%,4%,10%,3,8%,-0.9,-7%
CCN(CC)CCn1c2c(c(SCC(=O)Nc3cc(C)cc(C)c3)nc1=O)CCC2,23%,-3%,-4%,-8%,0,7%,0.6,7%
Clc1ccccc1CN1CCN(/N=C/C=C\c2ccco2)CC1,43%,-15%,-13%,-4%,0,-9%,0.5,15%
Cc1ccc(S(=O)(=O)N(C)CC(=O)Nc2ccc(C)cn2)cc1,-11%,-3%,13%,4%,18,-13%,0.1,6%
Cc1c(OCC(=O)N[C@@H](Cc2ccccc2)C(=O)O)ccc2c1oc(=O)c1ccccc12,1%,-5%,-12%,-11%,1,2%,-0.4,-6%
C#CCOCCOCCOCCNc1nc(N2CCN(C(=O)[C@H]([C@@H](C)CC)n3cc([C@@H](N)CC(C)C)nn3)CC2)nc(N2CCN(C(=O)[C@H](Cc3ccc(O)cc3)n3cc([C@@H](N)CC(C)C)nn3)CC2)n1,28%,1%,-6%,3%,-6,7%,-0.4,8%
